# Screens from PubChem BioAssay.
# Statin myotox sup: suppressors of statin myotoxicity in C2C12 myotubes, primary screen, cell-based, single point, plate reader | C2C12 myotubes + simvastatin, ATP luminescence, 48 h; scaled: DMSO 0, geranylgeraniol control 100 | rescue of ATP level, % at 7.49 µM | actives 0.78% (n = 330,000);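 active = mean ATP rescue above about 67%, or every replicate alone reaching that limit, limit read from the data, passing the limit was not always enough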;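 also: myotubes were challenged with 10 µM simvastatin during compound exposure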
# PGC1a acetyl inh: inhibitors of PGC1a acetylation signal, primary screen, cell-based, U2OS, AlphaScreen, inhibitor mode. AlphaScreen anti-acetyl-lysine; with virally co-expressed GCN5 acetyltransferase. inhibition, % at 15.6 µM. actives 0.17% (n = 350,000). AID 651687, 2012;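 active = every replicate shows inhibition of at least 40%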;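 also: 0% = neutral control wells and 100% = positive control wells; some results beyond the cut were filed as inactive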
# FN deposition inh: inhibitors of fibronectin matrix deposition, primary screen, AH1F cells, Alexa488-fibronectin fluorescence, plate reader | AH1F fibroblasts, overnight | actives 0.086% (n = 350,000) | inhibition, % at 12.6 µM;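 active = mean inhibition across replicates of 30% or more, regardless of how many single replicates reach that level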;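 also: positive control wells lacked labelled fibronectin entirely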
#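 test system = AH1F fibroblasts assembling fluorescent fibronectin matrix | quantity = 10000 AH1F cells per well | buffer or medium = DMEM plus 2% serum, read in PBS | doses = single dose, pinned | incubation = 1 h cell attachment, overnight exposure to compound and label | detection = fluorescence at 485 nm excitation, 525 nm emission | read-out basis = inhibition from reduced deposited-fibronectin fluorescence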
# PglD inh: C. jejuni PglD acetyltransferase inhibitors, primary screen, biochemical, DTNB colorimetric, single point; inhibition, % at 12.5 µM; purified PglD enzyme, DTNB colorimetric CoA detection; UDP-N-acetylbacillosamine N-acetyltransferase PglD (Campylobacter jejuni); actives 0.098% (n = 360,000); in the data active = inhibition above about 16%, passing the limit was not always enough; also: strong numbers were not always called active
# GSIS activator: GLuc luminescence reporter in INS-1E cells, primary screen for activators of glucose-dependent secretion of insulin; INS-1E GLuc reporter insulin secretion, 2-3 h; activation, % at 16.6 µM; actives 0.61% (n = 370,000); AID 743287, 2014;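 active = lowest replicate activation of at least 40%, so every replicate reaches that level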;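 also: 0% = median of neutral control wells and 100% = median of IBMX positive control wells; some compounds called inactive have numbers as strong as hits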
# miR-122 sensor: miR-122 Renilla sensor signal increase in Huh7, primary screen, miR-122 inhibitor project, cell-based, single point, plate reader; activation (reporter increase), % at 12.5 µM; actives 0.3% (n = 340,000); AID 602342, 2012; Huh7 miR-122 Renilla luciferase sensor, 48 h; neutral wells = 0, positive control = 100;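 active = mean replicate activation score at least 90 and every replicate individually at or above 90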;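 also: higher luciferase means less miR-122 activity so hits act as miR-122 inhibitors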
# Cneo AK release: Cryptococcus neoformans cell lysis inducers, primary screen, AK release luminescence, single concentration | C. neoformans lysis, adenylate kinase release luminescence, 4 h; normalised: neutral wells 0, clomiphene wells 100 | AID 651654, 2012 | lysis activity, % at 15 µM | actives 0.2% (n = 360,000);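 active = mean lysis activity across replicates of at least 80%, whatever share of replicates individually reach that level; inactive = mean lysis activity below 80%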
#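 Material: C. neoformans cells | Amount: Yeast cell density of 5 × 10^6 cells/mL | Medium: Fresh YPD growth medium | Dosing: Single dose | Times: Static 4 h at 37 °C with compound, 1 h detection | Detection: AK luminescence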
# F508del corr: F508del CFTR correction, initial screen, CFBE line, single point. activity (quench increase), % at 7.58 µM. CFBE cells, YFP halide quenching; stimulated with forskolin plus potentiator P3; % fluorescence drop versus neutral controls. actives 0.36% (n = 350,000);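 active = mean added fluorescence quench of at least 8% versus neutral control, with both replicates also reaching 8%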;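 also: cells transiently co-express mutant CFTR-F508del with the halide-sensitive YFP; corrector assay measuring rescue of mutant channel to the surface after 24 h compound exposure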
# Starred values were filed as active, the others as inactive; · = not tested or not shown; [ ] = remark or other dose. No enrichment for hits. About 2.1% of those tested had a hit in this group.
SMILES,Statin myotox sup,PGC1a acetyl inh,FN deposition inh,PglD inh,GSIS activator,miR-122 sensor,Cneo AK release,F508del corr
O=C(Nc1ccc(N2CCOCC2)cc1)c1ccc2nc(-c3ccco3)c(-c3ccco3)nc2c1,-7,-3,·,2,·,-3,-2,·
COc1ccc(S(=O)(=O)Nc2cccc3c2O[C@@H](CN(C)S(=O)(=O)c2ccc(F)cc2)[C@@H](C)CN([C@H](C)CO)C3=O)cc1,3,12,·,4,0,8[16.7 µM],-1,-1.8
Cc1ccccc1OCC(=O)Nc1ccc(N2CCN(C)CC2)c(Cl)c1,1,·,1,2,17,1,0,2.8
Cn1c(=O)oc2cc(S(=O)(=O)Nc3cccc([N+](=O)[O-])c3)ccc21,3,0,1,4,7,56,1,-1.5
C=CC(C)(C)c1[nH]cnc1/C=C1\NC(=O)C(C(C)C)NC1=O (stereo unspecified),-14,-1,·,-2,·,7,6,8.5*
CS(=O)(=O)N(Cc1ccc(Cl)cc1)c1ccc(C(=O)NCCSc2ccccn2)cc1,0,6,-7,1,-16,1,0,·
COc1ccc(CCNC(=O)C2CCN(S(=O)(=O)c3ccc(C)cc3)CC2)cc1OC,-1,-8,5,0,-3,0,0,-1.1
CCOc1ccccc1OCC(=O)OCC(=O)Nc1ncc(Cl)cc1Cl,2,·,·,2,-1,·,2,·
CC(C)[C@H](NC(=O)C1CCN(S(=O)(=O)c2ccccc2)CC1)C(=O)NCc1ccccc1,1,-6,22,1,15,4,0,-2.0
C[C@@H]1CCCCO[C@@H](CN(C)Cc2ccc(C(=O)O)cc2)[C@@H](C)CN([C@@H](C)CO)C(=O)c2cc(NS(=O)(=O)c3cn(C)cn3)ccc2O1,·,12,·,1,13,4[16.7 µM],-3,-2.8
CCC(C(=O)OCC(=O)N(CC)c1c(N)n(Cc2ccccc2)c(=O)[nH]c1=O)c1ccccc1 (stereo unspecified),-9,0,-1,3,-2,·,0,2.9
O=C(Cc1cccs1)Nc1ccc(S(=O)(=O)N2CCCCC2)cc1,-5,5,·,2,·,132*,0,·
CC1CC(=S)Nc2ccccc2S1 (stereo unspecified),·,·,-8,-5,·,-5,13,·
C=CCSc1nc2c(c(=O)[nH]c(=O)n2C)n1Cc1ccc(C)cc1,6,7,6,-1,11,-4,1,1.2
CCOC(=O)c1cccc(OC(=O)CCNC(=O)c2ccc(Cl)cc2)c1,23,·,-1,0,-20,·,0,-2.0
O=C(NNC(=O)c1cccnc1)Nc1cccc(Cl)c1Cl,·,15,-8,2,-5,-6,-1,·
O=C(O)CCSc1nnc(COc2ccc(Cl)cc2)n1-c1ccccc1,6,3,5,-1,-11,-1,-1,-0.8
C[C@@H]1CN([C@H](C)CO)C(=O)c2cc(C#Cc3cccnc3)cnc2O[C@@H]1CN(C)C,-6,-1,2,3,9,5[16.7 µM],-1,-2.2
Cc1ccc(NC(=O)C2CCCN2c2nn3c(=O)cc(C)nc3s2)cc1 (stereo unspecified),2,-4,-4,1,·,1,-1,-1.4
C=CCn1c(C#N)c(N)sc1=N,-4,26,·,-4,·,-3,6,·
CCOCCCn1c(SCC(=O)Nc2cccc(S(=O)(=O)NC3=NCCCCC3)c2)nc2ccccc2c1=O,0,-3,5,-3,·,19,1,-2.9
CCOc1ccc(S(=O)(=O)N2CCCC(C(=O)Nc3ccccc3)C2)cc1 (stereo unspecified),7,-5,0,-10,-6,-4,-1,1.3
C[C@@H]1CN([C@@H](C)CO)C(=O)c2cccc(NC(=O)Nc3ccc(C(F)(F)F)cc3)c2O[C@H]1CN(C)Cc1ccc2c(c1)OCO2,-49,1,0,5,3,-12[16.7 µM],-3,-1.0
O=C(NC(Cc1ccccc1)C(=O)O)c1ccco1 (stereo unspecified),·,4,3,·,15,·,·,-0.7
Cc1ccc(N2C(=O)N(CC(=O)N3CCOCC3)C(=O)C2C)cc1 (stereo unspecified),7,-4,-2,-2,-11,-11,-1,-1.5

# Filtered by structure, the entries above containing a COOH group
SMILES,Statin myotox sup,PGC1a acetyl inh,FN deposition inh,PglD inh,GSIS activator,miR-122 sensor,Cneo AK release,F508del corr
C[C@@H]1CCCCO[C@@H](CN(C)Cc2ccc(C(=O)O)cc2)[C@@H](C)CN([C@@H](C)CO)C(=O)c2cc(NS(=O)(=O)c3cn(C)cn3)ccc2O1,·,12,·,1,13,4[16.7 µM],-3,-2.8
O=C(O)CCSc1nnc(COc2ccc(Cl)cc2)n1-c1ccccc1,6,3,5,-1,-11,-1,-1,-0.8
O=C(NC(Cc1ccccc1)C(=O)O)c1ccco1 (stereo unspecified),·,4,3,·,15,·,·,-0.7

# Further entries
SMILES,Statin myotox sup,PGC1a acetyl inh,FN deposition inh,PglD inh,GSIS activator,miR-122 sensor,Cneo AK release,F508del corr
O=c1[nH]c(C2CCCN(S(=O)(=O)c3ccccc3)C2)nc2c1nnn2Cc1ccccc1Br (stereo unspecified),26,2,-10,-2,25,·,-4,-3.0
O=C(Nc1ccccc1)N1C[C@@H]2[C@H](c3ccccc31)[C@@H](CO)N2C(=O)c1ccncc1,11,5,·,-1,-1,-17[16.7 µM],-3,-4.3
CCOC(=O)C1CCCN(C(=O)CCCn2nnnc2CN2CCC(C)CC2)C1 (stereo unspecified),5,-29,0,2,11,-1,-2,-0.8
O=C1CC(C(=O)N2CCN(c3ccccn3)CC2)CN1Cc1ccccc1Cl (stereo unspecified),16,0,0,1,-8,-5,0,-2.8
O=C(C1CCOCC1)N1CC[C@@H]2[C@H]1c1cc(Br)ccc1N[C@@H]2CO,17,11,-16,0,21,11[16.7 µM],87*,2.1
Cc1c(C)n(CCCN(C)C)c2ncnc(Nc3ccccc3)c12,-3,-7,0,0,-5,1,-2,3.1
C[C@H](CO)N1C[C@H](C)[C@H](CN(C)S(=O)(=O)c2ccc(Cl)cc2)OCCCC[C@H](C)Oc2ccc(NS(=O)(=O)c3cn(C)cn3)cc2C1=O,·,-9,·,0,-16,-8[16.7 µM],0,3.0
O=C(C[n+]1cccc(NC(=O)c2ccccc2)c1)c1cccc([N+](=O)[O-])c1,-2,0,-3,-4,2,2,-1,-3.9
CCN(CC)CCCNc1nc(-c2ccccc2)nc2ccccc12,-31,4,-6,3,·,3,1,·
Cc1cccc(SCc2noc(C(=O)NCC3CCCO3)c2C(=O)O)c1 (stereo unspecified),17,-9,-8,4,11,0,1,-1.8
Cc1ccc(C(=O)Nc2ccccc2C(=O)NC(Cc2c[nH]c3ccccc23)C(=O)O)cc1 (stereo unspecified),·,-2,-6,·,-7,·,·,-0.6
CCOC(=O)N=Nc1c2ccccc2c2nc3no[nH]c3nc12,·,28,·,-1,-14,-21,1,·
CCOC(=O)C1CCN(C2CCN(Cc3nc(-c4ccccc4)no3)CC2)CC1,9,12,1,0,-22,-3,-1,-1.3
Fc1nc(N2CCCC2)c(F)c(Oc2ccccc2Oc2c(F)c(F)nc(N3CCCC3)c2F)c1F,-15,3,-6,-5,·,2,-2,·
C/C(=N\NC(=S)NC(C)C)c1ccc(Cl)s1,-12,-9,7,8,6,14,78,·
O=S(=O)(Cc1ccccc1)Nc1ccc(S(=O)(=O)N2CCCC2)cc1,·,-4,-3,0,8,·,-4,0.0
CCCNC(=O)COC(=O)/C=C/c1cccc(F)c1,·,2,9,·,5,0,·,-0.3
Cc1ccccc1NC(=O)CC1(c2ccc(N(C)C)cc2)C(=O)c2ccccc2C1=O,·,-5,5,-4,-8,-6,-1,·
CC(=O)Nc1ccc(S(=O)(=O)NC(CC(=O)N(C)Cc2ccccc2)C(C)C)cc1 (stereo unspecified),15,12,·,4,2,-3,-8,·
CC(=O)Nc1ccc(OC(=O)COc2ccc(Br)cc2)cc1,-4,0,-4,83*,6,-6,-1,2.1
CCc1ccc(CN(C)C(=O)c2cc(S(=O)(=O)N3CCN(CC)CC3)ccc2Cl)cc1,-6,·,-4,·,-26,·,·,0.7
COc1ccc(NC2CCCN(C(=O)c3ccc4[nH]c(C)c(C)c4c3)C2)cc1OC (stereo unspecified),-12,-5,2,·,5,-7,·,-1.8
C[C@H]1CN([C@@H](C)CO)C(=O)c2cc(NS(=O)(=O)c3ccc(Cl)cc3)ccc2O[C@H]1CN(C)C(=O)Nc1ccc(F)cc1,18,-2,·,-4,-8,-5[16.7 µM],-3,-1.5
CO[C@@H]1CN(C)C(=O)c2ccc(NC(=O)c3cccc(F)c3)cc2OC[C@@H](C)N(C)C[C@@H]1C,0,2,11,2,11,-5[16.7 µM],-7,-4.8
O=C(N[C@@H]1CC[C@@H](CCn2cc(C3CC3)nn2)O[C@@H]1CO)c1cccnc1,0,-13,6,0,-11,-6[16.7 µM],43,-1.4
SMILES,Statin myotox sup,PGC1a acetyl inh,FN deposition inh,PglD inh,GSIS activator,miR-122 sensor,Cneo AK release,F508del corr
CCN(C(=O)CSc1nnc(Cn2nnc3ccccc32)o1)c1nc(C)cs1,7,14,5,2,·,2,-2,·
COC(=O)CSc1nnc(-c2ccc(S(=O)(=O)N3CCCC3)cc2)n1C,-4,5,0,-4,·,-20,2,·
COCC(=O)Nc1ccc2nc3n(c(=O)c2c1)CCCCC3,49,-4,3,1,7,6,-7,2.1
CSc1ccc(CN2CCCC(N3CCN(c4ccccc4)CC3)C2)cc1 (stereo unspecified),9,15,2,4,-13,1,-5,1.6
C[C@H]1CN([C@@H](C)CO)C(=O)c2cc(NS(=O)(=O)c3ccc(Cl)cc3)ccc2O[C@H]1CN(C)Cc1ccc(-c2ccccc2)cc1,·,-4,·,2,-8,-9[16.7 µM],7,2.3
CCn1c(SC(C)C)nnc1-c1cc(-c2ccccc2)sc1N,-30,·,-12,-7,·,-1,0,·
COc1ccc(NS(=O)(=O)c2cccc(C(=O)NNC(=O)c3ccc(O)c(Cl)c3)c2)cc1,2,3,·,4,-2,-14,-2,2.8
CC(C(=O)N1CCCc2ccccc21)N1CCN(c2ccccn2)CC1 (stereo unspecified),5,-8,4,2,9,7,0,1.5
Cc1ccc(OCC(=O)Nc2ccc(N3CCCC3)cc2)cc1C,6,-13,-7,-2,4,0,8,·
CO[C@@H]1CN(C)C(=O)c2ccc(NC(=O)Nc3ccc(F)cc3)cc2OC[C@@H](C)N(C(=O)c2ccc(F)cc2)C[C@H]1C,2,-20,3,2,-11,5[16.7 µM],-2,2.1
O=c1[nH]c(=O)n(C2CCCO2)cc1Br (stereo unspecified),-15,7,·,-8,·,-4,4,·
Cc1ccc(C(=O)N/C(=C\c2cccs2)C(=O)NCCc2ccccn2)cc1C,·,-11,-6,·,-4,3,·,2.7
Cc1ccc(C(=O)NNC(=O)c2ccc(Br)s2)cc1S(=O)(=O)N1CCOCC1,-5,-12,10,·,-7,-5,1,-0.5
c1ccc2cc3[nH]c(CN4CCCCC4)nc3cc2c1,-2,-3,0,4,·,1,0,-2.0
COc1ccc(NC(=O)NNC(=O)c2ccc(-c3ccccc3)cc2)cc1,0,·,·,3,13,·,2,0.0

# Among those listed so far, these contain a furan ring, fused or not.
SMILES,Statin myotox sup,PGC1a acetyl inh,FN deposition inh,PglD inh,GSIS activator,miR-122 sensor,Cneo AK release,F508del corr
O=C(Nc1ccc(N2CCOCC2)cc1)c1ccc2nc(-c3ccco3)c(-c3ccco3)nc2c1,-7,-3,·,2,·,-3,-2,·
O=C(NC(Cc1ccccc1)C(=O)O)c1ccco1 (stereo unspecified),·,4,3,·,15,·,·,-0.7
